Source: PubChem
PHOSPHO1 block: PHOSPHO1 (human) inhibition; Q8TCT1; recombinant PHOSPHO1, absorbance phosphatase assay; inhibition, % at 13.3 µM; hit rate 1.1% among 290,000; in the data active = inhibition above about 60%
IDE cell inh: cellular human IDE inhibition; P14735; HEK cells, FAbetaB cleavage, fluorescence polarization; inhibition, % at 5.59 µM; hit rate 0.41% among 320,000;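 active = percent inhibition above the average of all tested compounds plus 3 SD, set per screening campaign, cut at about 16% in these data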;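 note: IDE supplied by intact live HEK cells; FP after avidin binding of uncleaved biotin substrate so inhibition keeps polarization high; 0% = DMSO wells and 100% = 60 µM reference IDE inhibitor Ii1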
Target sequence (P14735 whole entry, looked up): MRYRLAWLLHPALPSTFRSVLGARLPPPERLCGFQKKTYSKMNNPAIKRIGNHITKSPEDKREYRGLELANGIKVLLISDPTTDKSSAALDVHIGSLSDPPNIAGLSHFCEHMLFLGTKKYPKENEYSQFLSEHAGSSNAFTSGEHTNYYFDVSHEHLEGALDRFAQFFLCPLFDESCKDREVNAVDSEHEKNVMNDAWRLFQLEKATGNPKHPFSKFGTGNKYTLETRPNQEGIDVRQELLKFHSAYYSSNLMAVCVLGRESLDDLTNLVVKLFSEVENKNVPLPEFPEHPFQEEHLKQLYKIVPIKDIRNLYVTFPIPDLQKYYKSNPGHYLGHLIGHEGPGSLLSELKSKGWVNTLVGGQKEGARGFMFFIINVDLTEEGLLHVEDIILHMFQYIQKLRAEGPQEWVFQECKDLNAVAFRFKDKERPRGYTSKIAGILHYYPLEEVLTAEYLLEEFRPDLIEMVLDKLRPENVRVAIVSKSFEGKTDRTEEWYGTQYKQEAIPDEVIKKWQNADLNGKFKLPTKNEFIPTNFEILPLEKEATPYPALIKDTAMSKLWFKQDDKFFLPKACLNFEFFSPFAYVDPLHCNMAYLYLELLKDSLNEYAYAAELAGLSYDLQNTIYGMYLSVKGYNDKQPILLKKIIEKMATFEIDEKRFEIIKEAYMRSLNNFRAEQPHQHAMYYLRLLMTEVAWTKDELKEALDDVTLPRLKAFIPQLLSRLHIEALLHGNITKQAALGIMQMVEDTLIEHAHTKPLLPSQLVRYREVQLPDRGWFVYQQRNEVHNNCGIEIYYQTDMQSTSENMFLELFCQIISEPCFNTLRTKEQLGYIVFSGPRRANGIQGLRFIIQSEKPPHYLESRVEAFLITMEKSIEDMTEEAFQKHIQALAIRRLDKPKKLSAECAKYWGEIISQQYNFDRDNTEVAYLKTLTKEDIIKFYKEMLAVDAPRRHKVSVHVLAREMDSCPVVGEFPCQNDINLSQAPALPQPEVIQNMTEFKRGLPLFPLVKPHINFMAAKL
VIM-2 inhibitor: blocks Pseudomonas aeruginosa VIM-2 metallo-beta-lactamase; hit rate 0.89% among 290,000; purified VIM-2, nitrocefin hydrolysis, epi-absorbance fluorescence; inhibition, % at 5.6 µM;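 active = inhibition above the mean of all tested compounds plus 3 SD, cutoff set per screening run, cut at about 7.5% in these data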;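 note: red hydrolysis product quenches plate fluorescence so inhibitors raise well fluorescence; 0% = enzyme with DMSO and 100% = DMSO without enzyme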
NALP1 yeast inh: NALP1 inhibition; S. cerevisiae NALP1/ASC/caspase-1 growth, X-gal OD620, 72 h; inhibition, % at 10 µM; hit rate 0.61% among 280,000; AID 2071; in the data active = inhibition mostly above about 24%, no sharp cut-off; inactive = mostly below about 32%; note: some compounds called inactive have numbers as strong as hits
pCIP destab: lowers stability of the mouse p/CIP coactivator protein; Q05BA5; F442A p/CIP-EGFP cells, EGFP fluorescence, 16 h; decrease of EGFP signal, % at 10 µM; hit rate 0.01% among 290,000;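 active = EGFP signal decrease of at least 30% at 10 µM or well 3 SD below plate mean, unless failing retest; inactive = the rest, including hits failing retest or dose response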; note: some compounds called inactive have numbers as strong as hits; many of its hits are not listed in these tables
IDE cell activ: IDE (human) activation, cell-based; activation, % at 5.96 µM; AID 493087; hit rate 0.073% among 340,000; HEK cells, FAbeta-B cleavage, fluorescence polarization; 0% vehicle, 100% cell-free pure enzyme wells;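 active = activation above the mean of all tested compounds plus 3 SD, set per screening campaign, cut at about 17% in these data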
GPR7 antag: blocks human GPR7 receptor signaling | P48145 | GPR7-expressing cells, fluorescence antagonist assay | inhibition, % at 4.4 µM | hit rate 1.1% among 290,000; in the data active = inhibition above about 16%, passing the limit was not always enough;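 note: cells stimulated with the agonist NPW; 0% = agonist with vehicle and 100% = vehicle without agonist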
IMP-1 inh: inhibitors of Pseudomonas aeruginosa IMP-1 metallo-beta-lactamase; purified IMP-1, nitrocefin hydrolysis, epi-absorbance fluorescence; inhibition, % at 5.6 µM; hit rate 0.45% among 290,000; AID 1556;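 active = inhibition above the mean plus 3 SD of all compounds in the same screening run, cut at about 4.5% in these data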;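 note: 0% = IMP-1 with DMSO and 100% = DMSO wells lacking enzyme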
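Assay system: purified recombinant IMP-1 beta-lactamase. Input: IMP-1 0.2 nM before substrate addition. Buffer or medium: Zinc- and detergent-supplemented HEPES buffer, pH 7.1. Schedule: 25 °C, 15 min preincubation, 25 min reaction. Signal: Epi-absorbance fluorescence, 480 nm excitation, 530 nm emission. Evaluation: percent inhibition from optical density relative to buffer-blank wells.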
M18AAP inhibitor: PfM18AAP enzyme inhibition; recombinant PfM18AAP, H-Glu-NHMec fluorogenic cleavage; inhibition, % at 7.35 µM; hit rate 1.2% among 290,000; AID 1822;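 active = inhibition above the campaign mean inhibition over all tested compounds plus 3 SD, cut at about 28% in these data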;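 note: 0% = plate median of test compound wells and 100% = 2 mM ZnCl2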
* marks the source's active call; other numbers are inactive results; x = not tested or not shown.

Below each compound – PHOSPHO1 block, IDE cell inh, VIM-2 inhibitor, NALP1 yeast inh, pCIP destab, IDE cell activ, GPR7 antag, IMP-1 inh, M18AAP inhibitor
> Cc1c(C)c2ccc(OCC(=O)N[C@@H](Cc3c[nH]c4ccccc34)C(=O)O)cc2oc1=O
  -18.0, 10.9, -2.3, 16.0, -5.5, 5.3, -2.5, -4.5, 4.8
> CCn1c(SCc2nc3ccccc3[nH]2)nnc1-c1ccncc1
  32.3, -2.5, -4.1, -3.1, 0.0, 0.8, -12.8, -2.0, -0.1
> CC12CCC(C(=Nc3ccc(N=C4C(=O)C5(C)CCC4C5(C)C)cc3)C1=O)C2(C)C
  11.7, -0.8, -1.7, 0.7, -5.8, x, -7.3, -4.0, 4.2
> OCCN(Cc1ccccc1)Cc1nc(CC2CC2)no1
  31.1, -4.0, -3.0, 5.6, 2.3, -0.9, -11.8, -2.2, -4.5
> CCO[C@H]1OC(C(N)=O)=C[C@@H](C)[C@@H]1CCCO
  9.3, -0.9, -1.5, -13.2, -6.2, 4.2, -15.3, -2.8, -4.9
> O=C(c1ccc(CS(=O)Cc2ccccc2Cl)o1)N1CCN(c2ccccn2)CC1 (stereo not drawn)
  -26.7, 2.2, -4.3, 23.4, 15.0, -2.0, 13.4, 0.5, -1.7
> O=C(CCc1nnc(Cc2cccc(C(F)(F)F)c2)o1)NCC(F)(F)F
  5.7, -0.4, -0.7, 0.2, -7.5, 2.1, -6.6, -1.7, -4.0
> Cc1nc(SCC(=O)c2cccs2)c2oc3ccccc3c2n1
  37.3, -2.9, 3.4, 18.8, 1.6, -8.3, 10.5, -0.7, 10.3
> Cc1cc(O)c(/C=N/Nc2ccc(Cl)cc2)c(=O)o1
  -106.3, 1.6, -2.2, 8.8, -9.8, 2.2, -9.1, -1.4, -2.4
> Cc1[nH]c2ccccc2c1C(c1ccccn1)c1c(C)[nH]c2ccccc12
  23.8, 3.6, 0.4, 14.2, -11.7, 0.5, -3.9, -2.3, 1.7
> CCCOC(=O)c1ccc(NC(=O)c2cc(=O)[nH]c3ccccc23)cc1
  -5.3, 2.1, -0.2, 6.6, 3.1, -5.4, -15.0, -3.1, 3.4
> O=C(c1ccc2nccnc2c1)N1CCCC(N2CCN(c3ccc(F)cc3)CC2)C1 (stereo not drawn)
  11.9, 5.9, 0.0, 29.9, 9.4, 2.2, -4.6, -0.9, 2.7
> Cc1ccc(/C=N/NC(=O)CSc2nc3ccccc3c(=O)n2-c2ccccc2C)s1
  9.4, 4.4, -3.7, 33.4, -4.0, -4.2, -7.9, -1.3, 4.2
> CCc1cccc(C)c1Nc1nc2ccccc2n2cnnc12
  35.6, 2.9, -0.4, 1.4, 4.4, 2.9, -20.3, -3.4, 0.9
> CSC1=C(C#N)C(c2ccc(C)cc2)C2=C(CCCC2=O)N1 (stereo not drawn)
  13.8, 5.7, -1.7, 11.9, -5.1, 8.8, -17.2, -1.6, 3.3
> Cc1cccc(NC(=O)c2cc(NC(=O)C3CCCCC3C(=O)O)ccc2N2CCCCC2)c1 (stereo not drawn)
  -4.4, 4.0, 1.1, -5.2, -8.4, 4.5, -17.4, -3.1, 7.9
> COc1ccc(NC(=O)CSc2nnnn2C)cc1
  11.7, 8.0, 0.1, 11.7, 3.7, -2.2, -11.2, -1.0, -0.5
> CC(C)[C@H](NC(=O)[C@H](Cc1ccccc1)n1c(=O)[nH]c2ccccc2c1=O)C(=O)N[C@@H](Cc1ccccc1)C(=O)O
  34.3, 1.9, -0.6, 17.7, 2.7, 5.3, 9.3, 2.1, -7.5
> CNC(=O)c1ccsc1NC(=O)c1ccc(Cl)s1
  -2.3, 5.4, 3.2, 2.1, -17.9, 3.0, -7.0, 0.8, -1.0
> CCN(CC(=O)Nc1ccc2c(c1)OCCO2)Cc1cc(=O)n2ccsc2n1
  -10.1, -3.1, -4.7, 6.2, 8.0, -0.7, -16.5, -3.9, 4.0
> CCN(CC)C1CCN(C(=O)CCc2nnc(CCCCc3ccccc3)o2)C1 (stereo not drawn)
  53.2, 2.5, -2.8, 25.7, -7.9, 1.9, 3.6, -0.1, 4.2
> CCC(NS(=O)(=O)c1ccc(C)cc1)C(=O)N1CCN(c2ccccn2)CC1 (stereo not drawn)
  -0.1, 2.1, -2.2, -4.4, -4.4, 1.6, 5.7, 4.5*, -9.5
> Cc1ccnc(NC(=O)c2ccc(Cl)c([N+](=O)[O-])c2)c1
  16.5, 6.4, -3.2, -1.5, -7.7, 2.0, 0.0, -3.2, 0.7
> Cc1ccccc1C(=O)NC1CCN(CC(=O)NCc2ccc(F)cc2)CC1
  -0.6, 3.1, -1.0, 8.5, -13.1, 3.0, -9.4, -1.3, -3.9
> COC(=O)c1ccccc1C(=O)N1CCCC(CCC(=O)NCc2ccc(F)c(F)c2)C1 (stereo not drawn)
  15.8, 1.6, -1.2, 3.5, -4.3, 5.2, -11.6, -2.2, 0.8
> CC(=O)N1CCc2cc(S(=O)(=O)NCCC(=O)NCCc3ccccc3)ccc21
  -1.4, 2.3, 1.8, -2.5, 0.0, 0.9, -2.7, -0.1, -12.0
> O=C(Nc1ccc2oc(=O)ccc2c1)c1ccc(-c2ccc(Cl)cc2)o1
  -7.1, -1.8, 0.3, 15.8, -13.5, 1.0, 9.2, 1.4, 3.9
> CCCCN(C)C1=CC2=CC(=C(C#N)C#N)CCC2CC1 (stereo not drawn)
  -19.4, -13.5, 29.6*, 17.0, -346.2, 45.6*, 75.3*, 42.8*, 11.1
> CCOc1ccc(NC(=S)NN2C(C)CCCC2C)cc1 (stereo not drawn)
  -18.2, 3.4, -0.3, 26.1, -2.4, 0.6, -10.0, -4.3, -0.8
> Cc1ccc(CSc2ncnc3c2cnn3Cc2ccccc2)cc1C
  -6.8, -5.9, -1.7, 10.0, 4.4, -5.7, -10.2, 0.0, -6.5
> O=C1NCCCC1C(=O)N/N=C/c1ccc(Cl)cc1 (stereo not drawn)
  36.8, 2.5, -1.9, 9.6, -7.1, 1.1, -9.7, -0.8, -3.7
> CCCOC(=O)/C(=C\c1ccc([N+](=O)[O-])o1)NC(=O)c1ccccc1
  1.5, 1.9, -2.7, 8.2, -22.3, -1.0, -4.9, -5.5, 2.6
> COc1ccccc1-n1cnnc1SC1CCOC1=O (stereo not drawn)
  50.4, 4.8, -0.3, -2.4, -8.0, 0.9, 5.7, -2.0, 13.8
> Cc1sc(-n2c(C)cc(/C=C3\SC(=S)NC3=O)c2C)c(C#N)c1C
  13.5, 2.7, -4.2, 0.6, -8.2, 1.5, 0.5, -2.9, 21.9
> Cc1cc(S(=O)(=O)NC2CCCCC2)ccc1OCC(=O)NCC1CCCO1 (stereo not drawn)
  43.1, -3.4, -2.1, -3.0, -1.2, 4.8, 3.2, -3.7, -0.4
> CN(C)C1CCN(C(=O)c2cccc(OC3CCN(S(=O)(=O)N(C)C)CC3)c2)C1 (stereo not drawn)
  32.2, x, -5.1, -5.9, -0.1, -1.4, -7.4, -4.0, -1.0
> S=c1[nH]nc([C@@H]2C[C@H]2c2ccccc2)n1-c1ccccc1
  7.1, 2.0, -0.6, 18.0, 2.8, -5.1, -4.8, -3.3, 24.6
> CCN(CC)S(=O)(=O)c1ccc(NC(=O)CCC2CCCCC2)cc1
  5.5, 6.0, -0.7, 1.9, -17.5, -1.5, -8.6, -2.1, 13.6
> O=c1cc(NCc2ccco2)[nH]c(=O)n1-c1ccc(Br)cc1
  1.7, -3.6, -2.0, 10.1, -11.5, -4.9, -0.4, -3.4, -0.4
> O=C(Nc1cccc(S(=O)(=O)N2CCCCC2)c1)c1ccc2c(c1)OCO2
  1.5, 6.0, -0.5, 34.1, 7.0, 7.3, -4.0, -3.4, -4.3

Full records, looked up by structure. Order of screens: PHOSPHO1 block | IDE cell inh | VIM-2 inhibitor | NALP1 yeast inh | pCIP destab | IDE cell activ | GPR7 antag | IMP-1 inh | M18AAP inhibitor
`COC(=O)c1ccccc1C(=O)N1CCCC(CCC(=O)NCc2ccc(F)c(F)c2)C1` (stereo not drawn) across the screens: 15.8 | 1.6 | -1.2 | 3.5 | -4.3 | 5.2 | -11.6 | -2.2 | 0.8
`CCCCN(C)C1=CC2=CC(=C(C#N)C#N)CCC2CC1` (stereo not drawn) across the screens: -19.4 | -13.5 | 29.6* | 17.0 | -346.2 | 45.6* | 75.3* | 42.8* | 11.1

(cont.)
Below each compound – PHOSPHO1 block, IDE cell inh, VIM-2 inhibitor, NALP1 yeast inh, pCIP destab, IDE cell activ, GPR7 antag, IMP-1 inh, M18AAP inhibitor
> CC/C(=N\NC(=S)Nc1ccc(OC)cc1)c1ccc(OC(F)F)cc1
  -9.8, 1.0, -3.5, 20.8, -0.4, 3.2, -10.2, -5.5, 10.8
> COc1ccc(S(=O)(=O)N2CCN(C(=O)NCc3ccc(OC)c(OC)c3)CC2)cc1
  18.7, 5.1, -3.9, 4.3, -0.2, -1.0, -3.8, -3.0, -6.9
> CC1CCCC(C)N1CCCNC(=O)C1CCCN(c2ncnc3c2nc2n3CCCCC2)C1 (stereo not drawn)
  27.3, 8.8, 1.5, 11.0, 7.1, 9.5, -2.4, -0.9, 1.6
> COCCNC(=O)C12CC3CC(C1)CC(c1ccccc1)(C3)C2
  38.5, 1.7, -1.0, -1.4, 6.6, 3.6, 5.5, -2.5, 2.7
> Cc1nnc(-c2cnn(C)c2N)n1Cc1ccc2c(c1)OCO2
  50.7, -8.2, -2.6, -5.7, -14.4, 5.1, -7.5, -1.0, 1.9
> Cc1cccc(N2CCN(C(=O)c3cc(S(=O)(=O)N4CCOCC4)cn3C)CC2)c1C
  7.0, 2.9, -0.8, 15.7, -10.6, -2.2, -12.2, -0.7, -5.5
> c1ccc2c(CCNc3ncnc4nc[nH]c34)c[nH]c2c1
  -9.0, 4.8, 0.1, 16.3, -17.1, 2.4, 5.4, -3.2, -2.4
> COCCN1C2=C(C(=O)CC(C)(C)C2)C(c2ccc(OC)c(OC)c2)C2=C1CC(C)(C)CC2=O
  35.6, 1.6, -0.4, -7.7, 0.3, 7.9, -9.7, -2.0, 3.6
> O=C(O)Cc1cn(Cc2cccc(Cl)c2)c2ccccc12
  -9.0, -2.5, -3.1, 13.6, -0.4, 4.1, -10.0, -0.7, 9.2
> O=C(OCc1cc2ccccc2[nH]c1=O)c1ccncc1
  -0.9, -2.6, 2.9, 38.3, 7.7, 3.5, -18.2, -6.3, -1.7
> O=C(CCn1c(=S)oc2ccccc21)Nc1cc([N+](=O)[O-])ccc1F
  42.0, -10.2, 0.7, 4.3, -5.4, 4.6, 3.1, -0.1, -1.5
> CC[C@@]12C(=O)N(c3cccc(C)c3)C(=O)N1[C@H](c1ccc(OC)cc1)[C@@H]1C(=O)N(C(C)(C)C)C(=O)[C@@H]12
  25.4, 4.0, -1.1, 31.4, -1.4, 1.8, -6.0, -2.3, 2.0
